Chronic BCR inh: chronic active BCR signaling inhibition. ABC-DLBCL IkBa-CBG/CBR reporter, luminescence ratio, 4 h. Potency, µM (highest dose often 46.1 µM), for the others: top-dose ratio change, negative = lower green/red ratio, most hits filed as inhibitors. actives 0.05% (n = 340,000); active = well fitted inhibition curve with a large enough effect in the signal ratio, with a control signal flat, not every such curve was filed as active; inconclusive = small, poorly fitted or top-dose-only effect, or effect the other way, or a change in a side signal; the % refers to the signal ratio;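 also: potency is read from the fitted curve at half-maximal effect; plate controls were basal doxycycline-induced cells for no effect and cells given 10 µM MG132 for full effect; MG132 reads +100%, hits lower the ratio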
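Cell line TMD8 (human ABC DLBCL), stably expressing tet-inducible CBG68-IkBa fusion and CBR; IMDM/0.5% FBS; cpd up to 46 uM; dox induction, 4 h, 37C/5% CO2; dual luminescence; green/red ratio; MG132 control.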
S-ASM inh: inhibitors of human secretory acid sphingomyelinase. P17405. placental ASM, HMU-PC fluorogenic substrate, 60 min. Potency, µM (top dose mostly 57.5 µM), inactives show at the highest dose activity change, negative = inhibition, most hits filed as inhibitors. actives 0.006% (n = 340,000). AID 504937; also: potency is read from the fitted curve at half-maximal effect
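Fluorogenic HMU-PC substrate (9 uM final) is turned over by placental ASM in 60 min at 37 C after a 10 min compound preincubation. Reaction ended by alkaline stop (pH 10), with fluorescence read at 386/447 nm.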
Integrin act MD: activates integrin-mediated alleviation for muscular dystrophy. alpha7betagal myoblasts, beta-gal FDG fluorescence, 48 h. Potency, µM (top dose mostly 38.3 µM), inactives show at the top dose activation, usual class: activators. actives 0.064% (n = 350,000);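 also: potency is read from the fitted curve at half-maximal effect; 100% = response of the positive control SU9516; nearly all actives have a fitted effect of over 60% in size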
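Alpha7betagal+/- myoblasts (passage 13) were plated 16-24 hr, then exposed to compounds (1:260 dilution of DMSO stock) for 48 hours at 37C. After MPER lysis, β-galactosidase reporter activity was read as FDG fluorescence (ex 480/em 540) after 30 minutes.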
GALK inhibitor: inhibitors of human galactokinase; P51570; actives 0.007% (n = 270,000); Purified GALK, Kinase-Glo residual ATP luminescence; Potency, µM (doses to about 57.5 µM), inactives show at the highest dose activity change, negative = inhibition, usual class: inhibitors; also: potency is read from the fitted curve at half-maximal effect; % is scaled to controls: 0 for no effect and ±100 for the full control effect
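Human GALK (5 nM) with 35 uM ATP and 100 uM galactose in 20 mM HEPES pH 8.0, 5 mM MgCl2, 60 mM NaCl, 1 mM DTT, 0.01% BSA. After 1 h at room temperature, leftover ATP was read by Kinase-Glo Plus luminescence.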
TSG101-PTAP inh: blocks PTAP/TSG101 interaction to inhibit HIV-1 budding; Q99816; Fluorescence polarization, FITC-PTAP peptide / Tsg101 binding; Potency, µM (titrated, usually from 115 µM), without a hit: at the top dose activity change, negative = inhibition, most hits filed as inhibitors; 340,000 tested, under 10 active; AID 493005; active = well fitted inhibition curve with a large enough effect in the main read-out, with a control signal flat, not every such curve was filed as active; inconclusive = small, poorly fitted or top-dose-only effect, or effect the other way, or a change in a side signal; inactive = no such curve, though single readings can be large or run the other way; also: potency is read from the fitted curve at half-maximal effect; % of control where 0% means no effect
Target sequence (Q99816 whole entry, looked up): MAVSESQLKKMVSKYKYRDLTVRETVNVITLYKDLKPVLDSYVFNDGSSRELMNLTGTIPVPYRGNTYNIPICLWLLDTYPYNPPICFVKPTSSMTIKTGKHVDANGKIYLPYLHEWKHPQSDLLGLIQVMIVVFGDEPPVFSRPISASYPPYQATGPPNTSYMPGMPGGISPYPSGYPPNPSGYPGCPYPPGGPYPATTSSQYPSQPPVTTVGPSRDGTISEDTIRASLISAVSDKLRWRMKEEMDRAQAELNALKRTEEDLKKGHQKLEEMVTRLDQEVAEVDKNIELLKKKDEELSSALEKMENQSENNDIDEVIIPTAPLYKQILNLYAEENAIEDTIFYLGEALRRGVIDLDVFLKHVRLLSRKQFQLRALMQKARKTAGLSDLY
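Steps: Tsg101 binding domain dispensed (10 uM final), compounds pinned in DMSO, FITC-labeled PTAP-motif peptide added (50 nM final); after 20 min binding at room temperature, polarization measured.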
Giardia kill: Giardia lamblia killing | Giardia lamblia trophozoite viability | activity change, % at 7.66 µM, hits read low | actives 0.15% (n = 340,000); in the data active = activity change below about -80%; inconclusive = between about -30% and that limit;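 also: parasites exposed to compound for two days anaerobically before the ATP read; % is scaled to controls: 0 for no effect and ±100 for the full control effect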
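Killing of trophozoites was scored by loss of ATP luminescence after a 48 hrs anaerobic exposure to compounds at 37 deg C, using 100 cells per well.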
Menin MLL FP TR: displaces Texas Red mutant MLL peptide from human menin; O00255; Menin + Texas Red MLL mutant peptide, fluorescence polarization; Potency, µM (doses to about 61.6 µM), without a hit: top-dose FP activity change, negative = inhibition, hits mostly inhibitors; actives 0.23% (n = 270,000); AID 1768; active = well fitted inhibition curve with a large enough effect in the polarisation, with a control signal flat, not every such curve was filed as active; inconclusive = small, poorly fitted or top-dose-only effect, or effect the other way, or a change in a side signal; inactive = no such curve, though single readings can be large or run the other way; the % refers to the polarisation; also: potency is read from the fitted curve at half-maximal effect; % of control where 0% means no effect; many of its hits are not listed in these tables
PKM2 activator: activators of human pyruvate kinase M2. P14618. Potency, µM (titrated, usually from 57.5 µM), for the others: top-dose activation, actives largely listed as activators. purified PKM2, Kinase-Glo ATP luminescence, activation; response scale: 0% is enzyme alone, no compound. AID 1631. actives 0.34% (n = 260,000); also: potency is read from the fitted curve at half-maximal effect; % is scaled to controls: 0 for no effect and ±100 for the full control effect; nearly all actives have a fitted effect of over 55% in size
Target sequence (P14618 whole entry, looked up): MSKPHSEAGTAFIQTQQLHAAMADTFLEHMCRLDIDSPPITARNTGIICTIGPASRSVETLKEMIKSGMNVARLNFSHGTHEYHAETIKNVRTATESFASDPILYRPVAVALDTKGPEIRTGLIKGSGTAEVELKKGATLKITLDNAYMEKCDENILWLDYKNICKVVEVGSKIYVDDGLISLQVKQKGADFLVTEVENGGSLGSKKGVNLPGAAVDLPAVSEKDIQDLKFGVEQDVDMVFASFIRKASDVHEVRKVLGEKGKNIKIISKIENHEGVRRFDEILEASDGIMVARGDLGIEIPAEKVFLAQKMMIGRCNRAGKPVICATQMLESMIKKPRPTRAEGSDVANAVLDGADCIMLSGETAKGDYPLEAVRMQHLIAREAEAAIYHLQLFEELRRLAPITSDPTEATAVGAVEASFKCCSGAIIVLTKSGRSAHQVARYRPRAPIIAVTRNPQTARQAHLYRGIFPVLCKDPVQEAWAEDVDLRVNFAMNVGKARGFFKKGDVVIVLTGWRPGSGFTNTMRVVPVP
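hPK-M2, >95% pure; 0.1 mM ADP / 0.5 mM PEP final; imidazole pH7.2 buffer w/ 7 mM MgCl2, 50 mM KCl; 1 h RT; Kinase-Glo lum. Intermediate enzyme activity for dual inhibitor/activator qHTS.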
B2AR arrestin: beta2AR (human) beta-arrestin recruitment activity | Potency, µM (highest dose often 46.1 µM), inactives show at the highest dose activation, most hits filed as activators | beta-arrestin recruitment to beta2AR, cell-based reporter | actives 0.02% (n = 330,000);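 also: potency is read from the fitted curve at half-maximal effect; 0% = DMSO controls and full agonism = EC100 isoproterenol or metaproterenol; nearly all actives have a fitted effect of over 65% in size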
Tb PFK inh: T. brucei PFK enzyme inhibition; Potency, µM (doses to about 57.5 µM), inactives show at the top dose activity, negative = inhibition, actives largely listed as inhibitors; AID 485367; actives 0.17% (n = 330,000); T. brucei PFK, ADP-Glo luminescence;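 also: potency is read from the fitted curve at half-maximal effect; 0% = uninhibited 1x PFK enzyme wells and -100% = no-enzyme wells; nearly all actives have a fitted effect of over 60% in size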
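Activity is normalized to no-enzyme wells (full inhibition) and 1.25 nM enzyme wells (no inhibition). Reaction: 0.5 mM F6P, 0.1 mM ATP, 45 min RT, ADP-Glo luminescence; concentration-response curves fitted and classed by quality.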
Coupling enz: inhibits coupling enzyme system, counter-screen for aldolase hits; actives 0.67% (n = 290,000); AID 2472; activity change, negative = inhibition, % at 58.2 µM, hits read low; coupling enzyme system counterscreen, AmpLite Red fluorescence; in the data active = activity change below about -30%; also: % is scaled to controls: 0 for no effect and ±100 for the full control effect
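Counterscreen of the coupled detection system alone, without aldolase: glyceraldehyde-3-phosphate coupling enzymes plus AmpLite Red readout. Compounds at 57.5 uM final, 10 min RT preincubation, 20 min RT reaction, fluorescence 525/598 nm.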
* marks the source's active call; other numbers are inactive results; i = inactive; ? = inconclusive; . = no result given; & = joins results of further samples; [ ] = dose if it differs, or a comment. Unless noted, calls follow the shape of the dose curve; as a rule, active = well fitted curve in the direction sought with a large enough effect; inconclusive = small, poorly fitted or top-dose-only effect, or another doubt; inactive = no such curve, though single readings can be large; an effect the other way counts as inactive or inconclusive.

SMILES	Chronic BCR inh	S-ASM inh	Integrin act MD	GALK inhibitor	TSG101-PTAP inh	Giardia kill	Menin MLL FP TR	PKM2 activator	B2AR arrestin	Tb PFK inh	Coupling enz
O=C(/C=C/c1ccc2c(c1)OCO2)c1c(O)n(CCC2=CCCCC2)c(=O)[nH]c1=O	-15%	-4%	-19%	0%	-1%	-6	-12%	-18%	0.0%	0%	-2
Cc1nc2ccccc2c(=O)n1-c1ccc(Br)cc1[N+](=O)[O-]	?	-3%	2%	4%	0%	-29	21%	-1%	-0.7%	0%	8
Cc1ccsc1C(=O)C1CCCN(Cc2cnn(C)c2)C1 (centres undefined)	0%	9%	1%	1%	-3%	25	-2%	0%	-0.3%	-1%	0
CCC(=NCc1ccc(F)cc1)c1c(O)n(C)c(=O)n(C)c1=O	3%	0%	-4%[7.66 µM]	-1%	0%	15	3%	-3%	0.0%	1%	0
CC(C)(C)NC(=O)C1CC2CCCCC2CN1 (centres undefined)	?	5%	?	6%	2%	-5	1%	-8%	-0.4%	-1%	-1
Cc1c(Oc2cc(NN3CCCCC3)c([N+](=O)[O-])cc2[N+](=O)[O-])cccc1[N+](=O)[O-]	-7%	-2%	11%	.	1%	-9	21%	3%	0.4%	-1%	-4
COc1ccc(CCC(C)NCCc2ccccc2)cc1 (centres undefined)	?	2%	0%	0%	-6%	-16	-1%	-13%	0.1%	-1%	4
CC/C(=N\Nc1ccccc1)c1c(O)n(-c2ccc(OC)cc2)c(=O)[nH]c1=O	-1%	-24%	-7%	2%	-1%	-4	.	0%	-0.4%	2%	0
CC(C)N1C(=O)NC(=O)C2(Cc3cc([N+](=O)[O-])ccc3N(C)C2c2ccccc2)C1=O (centres undefined)	?	-14%	-21%	0%	-5%	-6	13%	11%	0.1%	1%	-2
CCCc1[nH]nc2c1C1(C(=O)N(CC(N)=O)c3ccccc31)C(C(=O)OC)=C(N)O2 (centres undefined)	-2%	4%	-5%	-1%	-2%	-14	10%	1%	-0.3%	-1%	0
CC(C)CCOC(=O)c1c(N)n(CC2CCCO2)c2nc3ccccc3nc12 (centres undefined)	?	i	-25%	0%	-2%	3	16%	-17%	0.0%	1%	1
COc1ccc(CCC(=O)N2CCC3(CC2)OCCO3)cc1	1%	6%	8%	0%	-4%	-4	33%[activator]	1%	-0.1%	9%	3
CCC(=NCCO)c1c(O)n(C2CCCCC2)c(=O)[nH]c1=O	0%	2%	-11%	-1%	-8%	-2	1%	-3%	0.3%	-1%	0
O=C(Nc1cccc(Cl)c1)c1c(O)c2c(n(Cc3ccccc3)c1=O)CCCC2	0%	.	.	.	.	.	?	-2%	-0.1%	-3%	3
O=c1[nH]c(=O)n(-c2cccc3ccccc23)c(O)c1C=NCCCn1ccnc1	?	-1%	-4%	0%	-3%	1	-1%	0%	-1.0%	0%	4
COC(=O)C1=C(c2cccc(C#N)c2)C[C@@H]2CC[C@H]1N2C(=O)NCCNC(C)=O	0%	-2%	8%	.	-3%	?	.	.	0.2%	1%	.
Cc1nc2ccccc2c(=O)n1-c1ccc(Cl)cc1Cl	?	-2%	-21%	8%	-2%	-5	8%	0%[11.5 µM]	0.0%	-1%	1
Oc1ccc(-[n+]2c(-c3ccccc3)cc(-c3ccccc3)cc2-c2ccccc2)cc1	?	-10%	-4%	.	-4%	2	.	.	0.1%	0%	.
COc1ccccc1N1CCN(C2CCN(C(=O)c3cccs3)CC2)CC1	-3%	0%	-45%[inhibitor]	-1%	-3%	0	-12%	-5%	0.1%	-1%	0
Cc1ccc2c(c1)N(CCC(=O)N1CCC3(CC1)OCCO3)C(=O)C(C)O2 (centres undefined)	1%	1%	9%	-2%	-3%	4	.	-7%	-3.6%	-7%	2
N#CC1=C(N)Oc2n[nH]c(-c3cccs3)c2C1c1ccccc1C(=O)O (centres undefined)	15%	-6%	?	-2%	-2%	0	18%	1%	-0.2%	7%	-2
CN(C)C(=O)Oc1ccc(NC(=O)N2CCOCC2)cc1	-1%	3%	4%	8%	-3%	-13	-10%	1%	-0.1%	-1%	0
COc1cc(N2CCOCC2)ccc1/C=C1\C(=O)NC(=O)N(Cc2ccc3c(c2)OCO3)C1=O	-8%	2%	13%	-4%	-4%	7	7%	?	0.4%	3%	3
O=C1NC(=O)C(=Cc2ccc(OCC(=O)N3CCOCC3)cc2)C(=O)N1	1%	2%	?	1%	-1%	-1	-22%	0%	-0.4%	18%	-3
CCCC/C(C)=C/[C@@H](NP(=O)(c1ccccc1)c1ccccc1)c1ccccc1	?	-14%	-44%	.	-4%	6	?	-13%&-2%	-2.1%	2%	-2&-1

The final seven entries of the section before open the next one:
SMILES	Chronic BCR inh	S-ASM inh	Integrin act MD	GALK inhibitor	TSG101-PTAP inh	Giardia kill	Menin MLL FP TR	PKM2 activator	B2AR arrestin	Tb PFK inh	Coupling enz
COc1ccccc1N1CCN(C2CCN(C(=O)c3cccs3)CC2)CC1	-3%	0%	-45%[inhibitor]	-1%	-3%	0	-12%	-5%	0.1%	-1%	0
Cc1ccc2c(c1)N(CCC(=O)N1CCC3(CC1)OCCO3)C(=O)C(C)O2 (centres undefined)	1%	1%	9%	-2%	-3%	4	.	-7%	-3.6%	-7%	2
N#CC1=C(N)Oc2n[nH]c(-c3cccs3)c2C1c1ccccc1C(=O)O (centres undefined)	15%	-6%	?	-2%	-2%	0	18%	1%	-0.2%	7%	-2
CN(C)C(=O)Oc1ccc(NC(=O)N2CCOCC2)cc1	-1%	3%	4%	8%	-3%	-13	-10%	1%	-0.1%	-1%	0
COc1cc(N2CCOCC2)ccc1/C=C1\C(=O)NC(=O)N(Cc2ccc3c(c2)OCO3)C1=O	-8%	2%	13%	-4%	-4%	7	7%	?	0.4%	3%	3
O=C1NC(=O)C(=Cc2ccc(OCC(=O)N3CCOCC3)cc2)C(=O)N1	1%	2%	?	1%	-1%	-1	-22%	0%	-0.4%	18%	-3
CCCC/C(C)=C/[C@@H](NP(=O)(c1ccccc1)c1ccccc1)c1ccccc1	?	-14%	-44%	.	-4%	6	?	-13%&-2%	-2.1%	2%	-2&-1
CN1CCCN(C(=O)COc2ccc(F)cc2F)CC1	0%	2%	45%	3%	-2%	5	.	-3%	-0.8%	-17%	.
COC(=O)N1C(c2ccccc2)C1c1ccccc1 (centres undefined)	1%	-2%	0%	-3%	-4%	0	3%	-3%	0.3%	0%	7
Cn1c(O)c(/C=N/N2CCOCC2)c(=O)[nH]c1=S	6%	-1%	39%	6%	0%	-23	.	-20%	-0.9%	-5%	0
COc1ccc(OC)c2c1CCC1NCCOC21 (centres undefined)	3%	0%	-17%	2%	1%	-1	-16%	17%	0.1%	3%	-27
C/C(=N\N1CCCCCC1)c1c(O)n(-c2ccccc2)c(=O)[nH]c1=O	-5%	0%	-21%	-2%	-1%	-10	7%	-1%	-0.9%	2%	2
C=CCOC(=O)C1=C(C)OC(N)=C(C#N)[C@@]12C(=O)N(CC(N)=O)c1ccccc12	11%	3%	-22%	0%	-6%	23	-2%	15%	-0.5%	1%	1
O=[N+]([O-])c1ccccc1CNCCc1c[nH]c2ccccc12	-15%	5%	-20%	4%	-3%	-10	5%	-1%	0.0%	-6%	0
C[C@]12CCC3C(CCC4=C/C(=N/OCC(=O)NC(CCC(=O)O)C(=O)O)CC[C@@]43C)C1CCC2O (some centres undefined)	?	6%	15%	-1%	-6%	34[activator]	-5%	.	0.1%	2%	8
O=C(C(=C1N(Cc2ccc(Cl)nc2)CCN1Cc1ccc(Cl)nc1)[N+](=O)[O-])C(Cl)Cl	-10%	-1%	-53%[inhibitor]	-3%	-4%	16	24%	.	0.4%	2%	0

Screening data as filed in PubChem.

Some of the compounds tested, so the mix of outcomes need not match the whole.
